# Screening data deposited in PubChem by several laboratories.
# Anthrax LF prot – blocks Bacillus anthracis lethal factor protease | P15917 | multiplex microsphere protease cleavage assay, LF | inhibition, % at 10 µM | hit rate 0.12% among 360,000 | AID 588501; also: plate controls were buffer without enzyme for full effect and enzyme alone for no effect
# Target sequence (P15917 whole entry, looked up): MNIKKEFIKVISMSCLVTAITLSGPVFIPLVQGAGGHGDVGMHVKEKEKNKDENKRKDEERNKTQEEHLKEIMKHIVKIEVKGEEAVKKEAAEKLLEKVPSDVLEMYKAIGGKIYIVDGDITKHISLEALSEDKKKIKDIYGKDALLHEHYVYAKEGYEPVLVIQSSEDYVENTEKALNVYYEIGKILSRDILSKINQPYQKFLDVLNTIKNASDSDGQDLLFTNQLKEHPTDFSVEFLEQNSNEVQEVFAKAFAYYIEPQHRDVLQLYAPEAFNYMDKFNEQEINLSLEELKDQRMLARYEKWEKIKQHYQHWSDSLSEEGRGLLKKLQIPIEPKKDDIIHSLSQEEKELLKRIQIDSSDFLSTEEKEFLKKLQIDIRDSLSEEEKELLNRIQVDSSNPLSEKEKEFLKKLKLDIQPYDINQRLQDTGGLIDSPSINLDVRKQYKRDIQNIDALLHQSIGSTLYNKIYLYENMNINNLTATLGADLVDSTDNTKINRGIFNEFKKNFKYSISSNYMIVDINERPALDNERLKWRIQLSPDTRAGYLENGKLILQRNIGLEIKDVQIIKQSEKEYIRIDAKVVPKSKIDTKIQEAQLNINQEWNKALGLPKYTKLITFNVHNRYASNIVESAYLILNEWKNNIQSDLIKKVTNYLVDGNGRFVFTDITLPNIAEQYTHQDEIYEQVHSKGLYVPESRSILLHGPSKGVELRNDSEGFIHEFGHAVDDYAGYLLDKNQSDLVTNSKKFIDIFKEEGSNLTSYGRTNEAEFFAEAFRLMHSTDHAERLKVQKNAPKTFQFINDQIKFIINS
# BoNT-A LC inh2 – BoNT A light chain protease inhibition; multiplex microsphere protease substrate cleavage, flow cytometry; inhibition, % at 10 µM; hit rate 0.17% among 360,000; AID 588499; also: plate controls were buffer without enzyme for full effect and enzyme alone for no effect
# PrPC surface inh – inhibitors of human cell surface prion protein PrPC; P04156; TR-FRET read-out; inhibition, % at 13.8 µM; hit rate 0.43% among 370,000; AID 720596; in the data active = inhibition above about 24%; also: 0% = median of the test wells and 100% = reference compound wells
# SSB-PriA inh – inhibitors of Klebsiella pneumoniae PriA binding to SSB C-terminal tail; inhibition, % at 33 µM; hit rate 0.6% among 430,000; AlphaScreen SSBct-PriA binding, biotinylated peptide; AID 1272365; in the data active = inhibition mostly above about 37%, no sharp cut-off; inactive = mostly below about 20%;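 also: plate controls were negative control peptide for no effect and reference peptide for full effect; strong numbers were not always called active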
# Vc quorum ag – quorum light induction in luxS cqsA deficient V. cholerae | hit rate 0.16% among 350,000 | activation, % at 18.7 µM | V. cholerae BH1578 lux reporter, luminescence, 6 h | AID 588436; in the data active = activation mostly above about 9.7%, no sharp cut-off; inconclusive = no clear call, values can overlap the other calls; inactive = mostly below about 3.7%; also: not every result past the cut was called active; inactives centre near 0; reference of the scale not given here
# 3CLpro inhibitor – SARS-CoV 3CLpro protease inhibition; P0C6X7; hit rate 0.14% among 290,000; AID 1706; recombinant SARS-CoV 3CLpro, quenched FRET peptide cleavage; inhibition, % at 6 µM; in the data active = inhibition above about 12%
# TcdB inh – TcdB glycohydrolase inhibition | P18177 | AID 652162 | hit rate 0.24% among 350,000 | TcdB glycohydrolase enzymatic assay, plate reader | inhibition, % at 9.99 µM; in the data active = inhibition above about 10%
# PfHsp40 yeast – rescue of PfHsp40-mediated yeast toxicity | AID 504582 | growth rescue, % at 12.5 µM | hit rate 0.68% among 340,000 | S. cerevisiae expressing PfHsp40, growth rescue, ATP luminescence; in the data active = growth rescue above about 28%, passing the limit was not always enough; inconclusive = no clear call, values can overlap the other calls;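 also: yeast W303a lacking pdr1 and pdr3 grown in galactose medium; growth measured after three days at 30 °C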
# Yp Topo-I inh – Y. pestis Topo-I inhibition via cleavage products; activity, % at 10 µM; AID 504884; hit rate 0.064% among 360,000; Y. pestis Topo-I cleavage product accumulation, plate reader; in the data active = activity above about 50%, passing the limit was not always enough; inconclusive = no clear call, values can overlap the other calls; also: inactives centre near 2
# Numbers without * were called inactive; i = inactive; ? = inconclusive; nt = not tested or not shown. Rule as the data show it, unless noted: active = inhibition above about 30%; inconclusive = no clear call, values can overlap the other calls; inactive = below that. An excerpt; the hit share may differ from the screen's.
SMILES,Anthrax LF prot,BoNT-A LC inh2,PrPC surface inh,SSB-PriA inh,Vc quorum ag,3CLpro inhibitor,TcdB inh,PfHsp40 yeast,Yp Topo-I inh
CN1c2ccccc2C(C)(C)C12CC(CCl)=NO2 (stereo unspecified),3,0.4,nt,-4,i,-5,nt,-0.2,2
O=C(/C=C\c1ccc2c(c1)OCO2)NC1(C(=O)Nc2ccc3c(c2)OCO3)CCCCC1,0,0.0,6,8,-0.2,0,nt,0.0,-1
COCCN1C(=O)C(CC(=O)Nc2ccccc2)SC1=Nc1ccc(OC)cc1 (stereo unspecified),-3,-0.1,12,-13,11,-1,nt,0.9,17
COc1ccc(NS(=O)(=O)c2ccc(N3CCOCC3)c(NC(=O)c3ccccc3Br)c2)cc1,-2,-0.3,8,-2,-2.4,5,0.1,1.3,29
CC(=O)Nc1ccc(S(=O)(=O)NCCC(=O)NNC(=O)c2ccccc2O)cc1,-2,0.2,7,-8,i,nt,-2.2,-0.9,-2
CCCCc1ncc(CN2CCCC(C(=O)c3ccc(SC)cc3)C2)[nH]1 (stereo unspecified),-3,-0.2,0,-27,-0.4,-3,-0.4,-0.2,5
CC(C)OC(=O)CSc1nnc(-c2cnccn2)n1-c1ccc(Cl)cc1,-4,?,2,-2,i,-2,nt,-1.0,6
CCOc1ccc(CCNC(=O)/C=C/c2ccco2)cc1OCC,1,2.0,-11,10,0.2,1,0.6,2.6,8
O=C1NC(Cc2ccc(O)cc2)c2nc3cc(Cl)ccc3c(=O)n2-c2cc(Cl)ccc21 (stereo unspecified),1,0.2,10,-13,i,nt,0.7,2.3,-1
Cc1cccc(C2c3[nH]c4ccccc4c3CCN2Cc2cccn2-c2ncccn2)c1 (stereo unspecified),-3,0.1,-3,-3,i,4,0.8,15,0
Cc1ccc(NC(=O)Cn2cc([N+](=O)[O-])nc2C)cc1C,3,-3.8,-3,-3,i,1,0.0,-0.1,1
CC(C)(C)NC(=O)NC(=O)CN1CCN(Cc2ccccc2)CC1,2,-0.3,3,-16,i,0,1.6,-0.7,-6
Cc1cc2c(nn1)CCC/C2=N\O,1,0.4,-3,nt,i,3,nt,-0.5,-6
COc1cccc(NC(=S)N(CCCN2CCCC2)Cc2cccn2Cc2ccc(Cl)cc2)c1,-8,-0.5,nt,10,-0.4,0,1.2,0.4,-9
Cc1cc2c3c([nH]c2cc1S(=O)(=O)NCc1ccc(CN2CCCCCC2)o1)CCCC3=O,0,-2.1,-4,-6,-0.5,-5,-1.9,-0.9,-9
COc1ccc(C(=O)N2CCN(Cc3ccccc3C(F)(F)F)CC2)cc1,4,0.4,2,0,-0.7,1,1.7,0.7,14
CC(C)N1CCN(C(=O)c2ccc(OC3CCN(CCc4ccccc4)CC3)cc2)CC1,2,1.0,-1,-14,i,-4,-4.2,-3.0,0
CN(c1ccc(OCc2ccc([N+](=O)[O-])cc2)cc1)S(=O)(=O)c1ccccc1,-13,-2.0,-3,-3,0.2,4,1.7,4.4,2
CC(OC(=O)CCNS(=O)(=O)c1cccs1)C(=O)Nc1ccc(S(N)(=O)=O)cc1 (stereo unspecified),0,0.1,-6,-1,-6.2,nt,0.9,-1.4,2
CC(=O)Nc1ccc(/C=C2\CCc3ccccc3C2=O)cc1,-11,-1.1,-3,-1,i,-4,0.7,0.7,5

# Reprinted at random: 5 records from the list, in no set order.
SMILES,Anthrax LF prot,BoNT-A LC inh2,PrPC surface inh,SSB-PriA inh,Vc quorum ag,3CLpro inhibitor,TcdB inh,PfHsp40 yeast,Yp Topo-I inh
Cc1ccc(NC(=O)Cn2cc([N+](=O)[O-])nc2C)cc1C,3,-3.8,-3,-3,i,1,0.0,-0.1,1
COc1ccc(C(=O)N2CCN(Cc3ccccc3C(F)(F)F)CC2)cc1,4,0.4,2,0,-0.7,1,1.7,0.7,14
Cc1cc2c3c([nH]c2cc1S(=O)(=O)NCc1ccc(CN2CCCCCC2)o1)CCCC3=O,0,-2.1,-4,-6,-0.5,-5,-1.9,-0.9,-9
CC(OC(=O)CCNS(=O)(=O)c1cccs1)C(=O)Nc1ccc(S(N)(=O)=O)cc1 (stereo unspecified),0,0.1,-6,-1,-6.2,nt,0.9,-1.4,2
CC(=O)Nc1ccc(/C=C2\CCc3ccccc3C2=O)cc1,-11,-1.1,-3,-1,i,-4,0.7,0.7,5

# New compounds follow
SMILES,Anthrax LF prot,BoNT-A LC inh2,PrPC surface inh,SSB-PriA inh,Vc quorum ag,3CLpro inhibitor,TcdB inh,PfHsp40 yeast,Yp Topo-I inh
COC(=O)C1=CN(Cc2ccc(OC)cc2)C=C(C(=O)OC)C1c1cc(OC)c(OC)c(OC)c1,-2,-1.6,nt,-26,i,1,nt,-1.3,20
CCSC1=C(C#N)C(c2cccs2)C(C(=O)OC)=C(C)N1 (stereo unspecified),0,?,-1,-5,1.4,4,3.0,-0.4,14
Cc1ccn2c(Nc3ccccc3C)c(-c3ccncc3)nc2c1,-3,0.4,8,-5,-0.4,-4,nt,-0.5,6
COn1c(-c2ccc(C)cc2)nc2ncccc21,7,5.1,1,-4,2.0,1,0.7,-0.4,-3
O=C(NCc1ccccc1)c1cc(C2COCCN2C(=O)OCCF)on1 (stereo unspecified),6,-0.4,9,nt,0.9,nt,0.4,nt,-1
CCOc1ccc(S(=O)(=O)NCc2ccc3c(c2)OCO3)cc1C(=O)O,5,-0.8,-10,-6,-0.4,0,0.8,-1.1,1
Cc1cc(C)cc(Nc2c3c(nc4ncnn24)CCC3)c1,-1,-0.5,18,-8,-0.1,0,-4.0,0.7,-3
CC1CCCCC1n1c(=S)[nH]c2ccccc2c1=O (stereo unspecified),-13,-2.4,8,-18,0.5,1,nt,7.4,-4
COC(=O)c1ccc(C2/C(=C(/O)c3ccc4c(c3)CC(C)O4)C(=O)C(=O)N2CCN2CCOCC2)cc1 (stereo unspecified),1,0.4,1,nt,-0.3,0,-10,0.2,1
COc1ccc(OCCOC(=O)CNS(=O)(=O)c2ccc(SC)c([N+](=O)[O-])c2)cc1,0,1.8,-13,15,-0.3,nt,1.6,-0.4,10
COC(=O)c1ccc(/C=C2\Oc3ccccc3NC2=O)cc1,1,1.7,2,-12,-0.3,2,-0.3,0.6,2
COc1ccc(S(=O)(=O)n2ccc(C(C)Oc3ccc(-c4ccccc4)c(F)c3)n2)cc1 (stereo unspecified),-6,0.3,6,-10,-0.4,0,nt,21,16
COc1ccc(C2(O)C(=O)Nc3ccccc32)cc1 (stereo unspecified),-7,-1.9,10,-10,-1.1,-3,0.2,-0.6,3
CC(=O)c1ccc(NC(=O)CN2C(=O)NC3(CCc4ccccc43)C2=O)cc1 (stereo unspecified),0,1.7,-2,-19,0.0,nt,1.4,-1.1,-2
Cc1ccc(OCC(=O)NC(=S)Nc2cccc(NC(=O)c3ccccc3Cl)c2)cc1,-1,-0.5,2,-8,2.4,-1,-0.4,-1.0,6
Cc1nc(SCC(=O)NC(C)c2ccccc2)c2oc3ccccc3c2n1 (stereo unspecified),-2,0.5,-2,-17,-0.2,-3,nt,-0.5,6
Cc1noc(C)c1S(=O)(=O)NC(=O)C1(C)CCN1C(=O)CC(c1ccccc1)c1ccccc1 (stereo unspecified),-3,-0.6,3,nt,i,nt,0.6,nt,-4
COc1ccc(-c2nnco2)cc1OC,-4,-0.5,6,-5,-0.3,0,nt,0.2,-2
C=Cn1ccnc1P(=S)(c1nccn1C=C)C1CCCCC1,-5,1.5,4,-15,i,0,2.6,-1.0,4
CCOc1cccc(/C=C/c2ccc3ccccc3n2)c1OC(C)=O,-1,-0.8,-14,-20,-0.1,7,0.3,15,31
Cc1nc2ccc(NS(=O)(=O)c3c(C)c(C)cc(C)c3C)cc2s1,-2,0.8,12,-5,0.9,2,nt,6.3,4
COc1cccc(C(=O)O/N=C/c2ccc(Sc3ccc(C)cc3)nc2)c1,-4,-0.6,6,nt,-0.6,-6,nt,0.5,8
OC[C@@H]1CN(Cc2cccs2)C[C@H](n2cnc3c(N4CCN(c5ccccc5)CC4)ncnc32)O1,-1,-0.5,-4,nt,-0.3,nt,-1.7,nt,23
O=[N+]([O-])c1ccc(Sc2cccc3cccnc23)c2cccnc12,30*,24,-9,28,-0.6,0,0.5,-1.5,2
COC(=O)c1ccccc1NC(=O)N1CCN(S(=O)(=O)c2ccc(Cl)cc2)CC1,1,0.7,-1,-10,-0.3,1,nt,2.5,37
Cn1cc(-c2coc3c(C(=O)NCc4ccco4)cccc23)cn1,-10,-2.1,nt,nt,i,nt,nt,nt,7
O=C(Nc1ccccc1)OCC1CCCO1 (stereo unspecified),-4,0.3,-2,-2,-0.5,nt,0.9,0.1,9
Cc1ccc(NC(=S)NC(=O)/C=C/c2ccc(Cl)cc2)cc1,4,-0.3,-5,1,-0.5,-2,-0.4,-0.2,-1
O=C(O)CCCCc1nc2ccccc2s1,?,?,-3,-15,-0.7,7,nt,0.0,3
CCC(C)NC(=O)c1cnn2c(C)c3c(nc12)CCCC3 (stereo unspecified),-2,0.8,5,1,i,0,nt,-0.8,3
OC(c1ccc(OCc2ccccc2)cc1)c1nnc(-c2ccccc2)o1 (stereo unspecified),0,-0.8,6,-6,i,2,nt,9.4,31
C/C(CC(=O)Nc1ccc2c(c1)OCCO2)=N\NC(=O)c1cccc(O)c1,-1,1.9,3,nt,-0.2,3,1.9,0.8,-9
O=C(NC1CCCCCCC1)c1ccc2c(c1)OCO2,1,-0.9,4,-16,i,-1,nt,0.6,5
CC(C)n1cc(/C=N/Nc2ccc(C(=O)O)cc2)c2ccccc21,-2,-0.4,-7,nt,i,9,1.6,1.0,-12
CCOc1ccccc1CN1CCN(S(C)(=O)=O)CC1,-5,-0.1,-4,-9,10,2,0.1,0.2,3
O=C1CCC(=O)N1CCC(c1ccc(F)cc1)c1ccco1 (stereo unspecified),-4,0.4,-4,-12,i,1,0.4,-1.0,12
Cn1c(SCCN2CCCC2)nnc1C1CCN(S(=O)(=O)c2ccc(F)cc2)CC1,6,1.0,-9,5,-2.2,-1,0.8,-0.2,7
COc1ccc(CCNC(=O)CN2C(=O)COc3ccc(S(=O)(=O)N4CCCC4)cc32)cc1OC,-1,0.6,-1,-6,i,4,1.8,2.1,3
Cc1c(Cl)cccc1N1C(=O)CC(Sc2ccccc2N)C1=O (stereo unspecified),4,0.5,5,nt,i,nt,0.0,nt,3
Cc1cc(NC(=O)CCOc2ccccc2)no1,2,1.5,6,-3,-0.5,0,nt,0.1,8
CC(OC(=O)c1cc(S(=O)(=O)N2CCOCC2)ccc1F)C(=O)NCc1ccc2c(c1)OCO2 (stereo unspecified),4,0.5,-10,-8,-0.6,nt,2.3,2.1,6
CCc1c(C)nc2ncnn2c1NC1CCCc2ccccc21 (stereo unspecified),2,0.9,5,-14,0.3,-1,-0.2,1.4,-10

# 7 entries from above, tab-delimited:
canonical_smiles	Anthrax LF prot	BoNT-A LC inh2	PrPC surface inh	SSB-PriA inh	Vc quorum ag	3CLpro inhibitor	TcdB inh	PfHsp40 yeast	Yp Topo-I inh
COc1ccc(CCNC(=O)CN2C(=O)COc3ccc(S(=O)(=O)N4CCCC4)cc32)cc1OC	-1	0.6	-1	-6	i	4	1.8	2.1	3
CC(C)n1cc(/C=N/Nc2ccc(C(=O)O)cc2)c2ccccc21	-2	-0.4	-7	nt	i	9	1.6	1.0	-12
CCc1c(C)nc2ncnn2c1NC1CCCc2ccccc21 (stereo unspecified)	2	0.9	5	-14	0.3	-1	-0.2	1.4	-10
CC(OC(=O)c1cc(S(=O)(=O)N2CCOCC2)ccc1F)C(=O)NCc1ccc2c(c1)OCO2 (stereo unspecified)	4	0.5	-10	-8	-0.6	nt	2.3	2.1	6
Cc1c(Cl)cccc1N1C(=O)CC(Sc2ccccc2N)C1=O (stereo unspecified)	4	0.5	5	nt	i	nt	0.0	nt	3
C/C(CC(=O)Nc1ccc2c(c1)OCCO2)=N\NC(=O)c1cccc(O)c1	-1	1.9	3	nt	-0.2	3	1.9	0.8	-9
Cn1c(SCCN2CCCC2)nnc1C1CCN(S(=O)(=O)c2ccc(F)cc2)CC1	6	1.0	-9	5	-2.2	-1	0.8	-0.2	7
